APE1 inh = qHTS Assay for Inhibitors of the Human Apurinic/apyrimidinic Endonuclease 1 (APE1); Potency, µM (top dose mostly 65.8 µM), for inactives: top-dose activity change, negative = inhibition, actives largely listed as inhibitors; actives 0.35% (n = 350,000); recombinant APE1, TAMRA/BHQ-2 abasic DNA cleavage fluorescence; DNA repair nuclease/redox regulator APEX1 (Homo sapiens), P27695;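 also: potency is read from the fitted curve at half-maximal effect; plate controls were vehicle for no effect and reference inhibitor for full effect; nearly all actives have a fitted effect of over 55% in size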
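Readout is kinetic fluorescence (ex 525, em 598 nm) from cleavage of 50 nM TAMRA/BHQ-2 THF abasic duplex by 0.75 nM APE1, compound added 15 min beforehand at RT.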
ERG-DNA inh = qHTS for Small Molecule Inhibitors of the ERG Ets/DNA interaction; Transcriptional regulator ERG (Homo sapiens), P11308; fluorescence polarization, His-ERG Ets domain / labelled DNA; Potency, µM (doses to about 76.9 µM), for inactives: top-dose FP activity, negative = inhibition, usual class: inhibitors; actives 0.028% (n = 370,000); AID 624246, 2012; active = well fitted inhibition curve with a large enough effect in the polarisation, with a control signal flat; inconclusive = small, poorly fitted or top-dose-only effect, or effect the other way, or a change in a side signal; inactive = no such curve, though single readings can be large or run the other way; the % refers to the polarisation;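 also: polarization taken with two DNA probes labelled with fluorescein and Texas red; potency is read from the fitted curve at half-maximal effect; % of control where 0% means no effect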
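His-tagged ERG Ets domain (1 uM in the protein solution; 300mM KCl, 50mM Tris-HCl, 1mM EDTA, 1mM DTT, pH 7.5) received compound, then a probe mix of 5 nM fluorescein-DNA and 100nM Texas-615-DNA. Fluorescence polarization was read for both dyes.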
TRHR ag = qHTS for Small Molecule Agonists and Allosteric Enhancers of Human TRH Receptor: Primary Screen for Agonists; TRHR cells, calcium flux fluo-8, FDSS agonist mode; Thyrotropin-releasing hormone receptor (Homo sapiens), P34981; activation, % at 2 µM; actives 0.18% (n = 360,000); in the data active = activation above about 30%; also: 0% is about no effect
Target sequence (P34981 whole entry, looked up): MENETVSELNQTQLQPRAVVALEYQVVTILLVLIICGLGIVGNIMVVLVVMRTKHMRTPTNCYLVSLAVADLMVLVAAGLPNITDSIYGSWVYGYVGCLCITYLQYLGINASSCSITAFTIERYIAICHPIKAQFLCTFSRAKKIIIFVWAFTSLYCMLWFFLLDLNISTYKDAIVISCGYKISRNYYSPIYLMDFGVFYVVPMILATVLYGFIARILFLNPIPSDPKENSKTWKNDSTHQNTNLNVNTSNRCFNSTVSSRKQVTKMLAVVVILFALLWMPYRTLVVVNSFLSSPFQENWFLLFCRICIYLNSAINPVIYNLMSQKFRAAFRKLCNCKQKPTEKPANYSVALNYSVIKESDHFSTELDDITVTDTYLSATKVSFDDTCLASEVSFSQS
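Agonist-mode FDSS calcium read (Ex 480/Em 530, 1 s cycles) in 1536-well TRHR cells with fluo-8 dye, after 10-cycle baseline and 23 nL compound addition; TRH at EC20 (10 nM final) added afterwards for the enhancer phase.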
POLB inh = qHTS Assay for Inhibitors of DNA Polymerase Beta | Potency, µM (highest dose often 114 µM), without a hit: at the top dose activity change, negative = inhibition, actives largely listed as inhibitors | Pol beta primer extension/strand displacement, fluorescence kinetic | actives 1.3% (n = 340,000); also: potency is read from the fitted curve at half-maximal effect; % is scaled to controls: 0 for no effect and ±100 for the full control effect
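10 nM enzyme + cpd, 15 min RT; start with substrate 50 nM final; read 0 min and after 10 min RT. Corrected, normalized data; 4-parameter Hill curve fit.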
ALOX12 inh = Primary qHTS assay for inhibitors of human arachidonate 12S-lipoxygenase (ALOX12): Round 2; Potency, µM (top dose mostly 108 µM), for the others: top-dose activity change, negative = inhibition, hits mostly inhibitors; Polyunsaturated fatty acid lipoxygenase ALOX12 (Homo sapiens), P18054; actives 1.1% (n = 580,000); AID 1671190, 2021; purified 12hLO, xylenol orange hydroperoxide absorbance; also: potency is read from the fitted curve at half-maximal effect; % is scaled to controls: 0 for no effect and ±100 for the full control effect
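Purified human 12hLO at 150 nM in 25 mM Hepes, 0.01% Triton X-100, pH 7.0, preincubated 15 min at room temperature with compound. Reaction started with 40 uM arachidonic acid, 30 min at room temperature. Hydroperoxide measured by Fe-xylenol orange, 573/405 nm absorbance ratio.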
Apoferritin bind = qHTS Assay for Identification of Novel General Anesthetics | apoferritin/1-aminoanthracene competitive binding, fluorescence | actives 0.074% (n = 350,000) | Ferritin light chain (Equus caballus), P02791 | AID 485281, 2010 | Potency, µM (titrated, usually from 77.5 µM), for the others: at the top dose activity change, negative = displacement, usual class: inhibitors; also: potency is read from the fitted curve at half-maximal effect; % is scaled to controls: 0 for no effect and ±100 for the full control effect; nearly all actives have a fitted effect of over 20% in size
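10 uM apoferritin + 50% sat. 1-AMA, PBS; cpd 10 min RT; Ex380/Em535 endpoint; normalized to free probe vs complex; 4-param Hill fit; propofol titration as pos. ctrl.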
POLI inh = qHTS for Inhibitors of Polymerase Iota. DNA polymerase iota (Homo sapiens), Q9UNA4. Pol iota fluorescent replication assay, 10 min. Potency, µM (highest dose often 115 µM), for the others: at the top dose activity, negative = inhibition, most hits filed as inhibitors. actives 1% (n = 390,000). AID 588590, 2011; also: potency is read from the fitted curve at half-maximal effect
Target sequence (Q9UNA4 whole entry, looked up): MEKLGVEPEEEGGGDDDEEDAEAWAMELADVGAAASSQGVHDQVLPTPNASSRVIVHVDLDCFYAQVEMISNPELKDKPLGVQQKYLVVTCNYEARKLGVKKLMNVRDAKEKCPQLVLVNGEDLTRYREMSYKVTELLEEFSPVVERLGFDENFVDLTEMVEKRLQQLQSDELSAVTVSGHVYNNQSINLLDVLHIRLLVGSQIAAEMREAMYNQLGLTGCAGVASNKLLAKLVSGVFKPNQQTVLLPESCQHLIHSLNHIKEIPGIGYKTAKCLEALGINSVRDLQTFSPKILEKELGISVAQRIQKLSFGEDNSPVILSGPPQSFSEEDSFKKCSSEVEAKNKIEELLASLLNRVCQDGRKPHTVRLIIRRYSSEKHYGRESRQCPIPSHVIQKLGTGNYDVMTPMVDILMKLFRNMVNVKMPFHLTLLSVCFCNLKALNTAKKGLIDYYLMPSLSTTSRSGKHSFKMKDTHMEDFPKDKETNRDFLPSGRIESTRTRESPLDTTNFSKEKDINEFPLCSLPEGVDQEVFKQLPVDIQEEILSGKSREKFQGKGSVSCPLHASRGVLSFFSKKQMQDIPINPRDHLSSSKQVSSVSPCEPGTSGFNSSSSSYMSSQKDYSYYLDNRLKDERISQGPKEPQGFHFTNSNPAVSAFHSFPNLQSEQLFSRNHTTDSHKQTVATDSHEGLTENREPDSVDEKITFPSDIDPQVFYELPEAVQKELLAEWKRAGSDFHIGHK
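Fluorescent replication assay read twice, at 0 min and 10 min after adding 50 nM (final) substrate. Enzyme (10 nM) and compounds were first incubated 15 min at room temperature; enzyme-free buffer wells were negative controls.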
POLK inh = qHTS for Inhibitors of Polymerase Kappa; DNA polymerase kappa (Homo sapiens), Q9UBT6; purified Pol kappa, fluorescent DNA synthesis assay, 10 min; Potency, µM (highest dose often 107 µM), inactives show top-dose activity, negative = inhibition, hits mostly inhibitors; actives 0.53% (n = 400,000); also: potency is read from the fitted curve at half-maximal effect; % is scaled to controls: 0 for no effect and ±100 for the full control effect
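Readout: fluorescence, taken kinetically at 0 and 10 min. Conditions: 10 nM Pol kappa, 15 min RT compound preincubation, 50 nM substrate final. Controls: enzyme-free buffer wells.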
BLM inh = qHTS Assay for Inhibitors of Bloom's syndrome helicase (BLM); RecQ-like DNA helicase BLM (Homo sapiens), P54132; recombinant BLM DNA unwinding, fluorescence dequenching; Potency, µM (highest dose often 56.1 µM), inactives show at the highest dose activity change, negative = inhibition, most hits filed as inhibitors; actives 0.2% (n = 350,000); AID 2528, 2010;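 also: potency is read from the fitted curve at half-maximal effect; plate controls were vehicle for no effect and no enzyme for full effect; nearly all actives have a fitted effect of over 35% in size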
Starred values were filed as active, the others as inactive; u = inconclusive; x = no result given; & = joins results of further samples; [ ] = remark or other dose. Unless noted, calls follow the shape of the dose curve; as a rule, active = well fitted curve in the direction sought with a large enough effect; inconclusive = small, poorly fitted or top-dose-only effect, or another doubt; inactive = no such curve, though single readings can be large; an effect the other way counts as inactive or inconclusive.

[1] Cn1c(=O)n(C)c2cc(NC(=O)CCl)ccc21
[2] CCN(C[C@H]1N[C@@](C)(C(=O)OC)[C@H]2C(=O)N(C)C(=O)[C@@H]12)S(=O)(=O)c1ccc(C)cc1
[3] COc1c(/C=N/NC(N)=S)c(C)nn1-c1ccccc1
[4] O=C(c1ccccc1F)N(Cc1ccc2c(c1)OCO2)Cc1cc2cc3c(cc2n2nnnc12)OCO3
[5] COCC(C)N1CCC(n2nccc2NC(=O)c2ccc3c(c2)OCO3)CC1 (stereo not drawn)
[6] C[C@H](CO)N1C[C@H](C)[C@@H](CN(C)C(=O)Nc2ccccc2)Oc2c(cccc2N(C)C)C1=O
entry no.,1,2,3,4,5,6
APE1 inh,-2%,14%,2%,3%,-14%,26%
ERG-DNA inh,-7%,1%,13%,-2%,10%,9%
TRHR ag,0.1,x,-1.1,0.3,0.6,x
POLB inh,12%,x,-9%,10%,29%,x
ALOX12 inh,u,-12%,-15%,145%[activator],2%,1%
Apoferritin bind,-7%,x,0%,-11%,-5%,x
POLI inh,26%,-10%,-3%,15%,24%,8%
POLK inh,-11%,5%,-8%,0%,-3%,4%
BLM inh,0%,x,0%,0%,-1%,x

[7] c1ccc(COc2ccccc2CNC23CC4CC(CC(C4)C2)C3)cc1
[8] Cc1cccc(NC(=O)CSc2nc3ccccc3nc2N2CCCCC2)c1C
[9] O=c1c(C=NCc2cccnc2)c(C(F)(F)F)[nH]n1-c1nc2ccccc2s1
[10] COc1cccc(NC(=S)NN2CCN(C)CC2)c1
[11] CCN(CC)/C(=N/O)NC(=O)NS(=O)(=O)c1ccc(C)cc1
[12] CCc1c(O)nc(SCC(=O)N2CCOCC2)n(-c2ccccc2)c1=O
entry no.,7,8,9,10,11,12
APE1 inh,-4%,x,2%,7%,4%,-3%
ERG-DNA inh,-2%,0%,-1%,-16%,-9%,-10%
TRHR ag,6.6,-0.9,-0.3,0.3,-0.5,0.0
POLB inh,-2%,-1%,u,13%,-10%,0%
ALOX12 inh,-27%,66%&-11%[activator],u,1%,-5%,-7%
Apoferritin bind,-24%,-4%,-5%,-4%,-9%,-3%
POLI inh,25%,70%[activator],31%[activator],6%,-2%,10%
POLK inh,-5%,-7%,-10%,-13%,-2%,-3%
BLM inh,49%[activator],-1%,-15%,-3%,5%,-1%

[13] CC(C(=O)Nc1ccc([N+](=O)[O-])cc1)N1CCN(C/C=C/c2ccccc2)CC1 (stereo not drawn)
[14] Cc1ccc(-c2nc(N/N=C/c3ccccc3[N+](=O)[O-])c3ccccc3n2)cc1
[15] COCCN(C(=O)COC(=O)C1(c2ccccc2)CC1)c1c(N)n(CC(C)C)c(=O)[nH]c1=O
[16] O=C(O)CCCC(=O)Nc1ccc(Br)cc1C(=O)O
[17] Cc1cc2c3nonc3ccc2n1-c1ccccc1
[18] Oc1cccc(CCC2CCCCN2Cc2cn[nH]c2-c2ccc3c(c2)OCO3)c1 (stereo not drawn)
entry no.,13,14,15,16,17,18
APE1 inh,11%,0%,30%,5%,0%,2%
ERG-DNA inh,1%,-6%,u,-14%,5%,-2%
TRHR ag,2.2,0.1,0.8,-0.5,-0.1,0.7
POLB inh,27%,u,x,15%,6%,u
ALOX12 inh,-26%,u,15%,63%[activator],0%,-9%
Apoferritin bind,1%,-13%,x,-1%,-1%,-7%
POLI inh,11%,14%,28%,-6%,-19%,10%
POLK inh,-24%,-10%,-8%,2%,-19%,-2%
BLM inh,1%,-5%,x,-13%,-8%,-5%

[19] Cc1cc(Br)cc(Br)c1OCC(=O)NNC(=O)c1ccoc1C
[20] O=S(=O)(NC1CCCCC1)c1ccc(F)c2ccccc12
[21] COc1cccc(OC)c1C(=O)Nc1nc2ccc(S(C)(=O)=O)cc2s1
[22] O=C1CSC(c2cccc(F)c2)N1c1ccccc1F (stereo not drawn)
[23] COc1ccc(-c2cn(CC3CCCCC3)nn2)cc1
[24] Cc1ccc(-c2nc3ccc(NS(=O)(=O)c4ccccc4)cc3[nH]2)o1
entry no.,19,20,21,22,23,24
APE1 inh,-13%,-8%,-2%,-3%,-6%,1%
ERG-DNA inh,-8%,0%,4%,-1%,1%,x
TRHR ag,0.3,-0.4,0.2,-1.0,-1.1,-1.0
POLB inh,2%,5%,-2%,-23%,-1%,-12%
ALOX12 inh,0%,u,u,-15%,2%,-26%[57.4 µM]
Apoferritin bind,-8%,u,-21%,6%,-1%,-9%
POLI inh,13%,-8%[58.9 µM],-4%,5%,-6%&7%,-9%
POLK inh,-10%,-15%,-5%,-9%,-6%&1%,-12%
BLM inh,-2%,-10%,3%,-2%,-1%,-13%

[25] CCOc1cc(/C=N/NC(=O)CSc2cccc3cccnc23)ccc1O
[26] COC(=O)c1[nH]c2cc(OC)ccc2c1N
[27] NC1=NC(=O)C(c2ccccc2)C(=O)N1 (stereo not drawn)
[28] Cc1c(OCC(N)=O)ccc2c(-c3ccccc3)cc(=O)oc12
[29] CC(C)CCN(CC(=O)NC1CCCC1)C(=O)C(=O)Nc1ccc2c(c1)OCCO2
[30] Cn1cccc1C(=O)C(=O)Nc1ccccc1
entry no.,25,26,27,28,29,30
APE1 inh,-9%,-2%,x,10%,-6%,0%
ERG-DNA inh,3%,-6%,20%,0%,5%,-5%
TRHR ag,-1.7,0.3,x,0.0,0.0,-0.4
POLB inh,u,-10%,x,-12%,45%,19%
ALOX12 inh,-6%,u,-28%,-7%,-1%,9%
Apoferritin bind,-17%,8%,x,-1%,-14%,-23%
POLI inh,8%,-5%,24%,40%[activator],128%[activator],6%
POLK inh,-10%,-1%,-3%,-1%,-7%,-11%
BLM inh,-6%,0%,x,u,-8%,0%

[31] CC1CCCCN1S(=O)(=O)c1ccc(C(=O)N2CCOCC2)cc1 (stereo not drawn)
[32] CCOc1ccccc1NC(=O)CSc1nccn1-c1ccccc1
[33] O=C(NCc1cccc(Cl)c1)C1CCC(=O)N(C2CC2)C1 (stereo not drawn)
[34] Cc1ccc(N(CC(=O)NC(C)(C)C)C(=O)CCC(=O)Nc2nccs2)cc1C
[35] COCC(C)n1c(SCC(=O)N2CCCCC2)nc2ccccc2c1=O (stereo not drawn)
[36] O=C(O)Cc1ccc(C(=O)c2ccccc2)s1
entry no.,31,32,33,34,35,36
APE1 inh,63%[activator],7%,-7%,27%,11%,3%
ERG-DNA inh,-9%,-1%,-2%,-1%,-6%,4%
TRHR ag,-2.0,-0.5,1.6,-0.3,-0.1,0.1
POLB inh,50%,-13%,54%[activator],2%,18%,0%
ALOX12 inh,16%,0%,-12%,-4%,0%,u
Apoferritin bind,-12%,-7%,-6%,0%,-10%,6%
POLI inh,17%,5%,-7%,13%,-3%,-10%
POLK inh,3%,-10%,-5%,-12%,2%,-22%
BLM inh,0%,-4%,0%,-4%,-1%,-7%

Laid out differently: results already given.
nr	smiles	APE1 inh	ERG-DNA inh	TRHR ag	POLB inh	ALOX12 inh	Apoferritin bind	POLI inh	POLK inh	BLM inh
36	O=C(O)Cc1ccc(C(=O)c2ccccc2)s1	3%	4%	0.1	0%	u	6%	-10%	-22%	-7%
32	CCOc1ccccc1NC(=O)CSc1nccn1-c1ccccc1	7%	-1%	-0.5	-13%	0%	-7%	5%	-10%	-4%

The listing continues:
[37] CCC(CO)Nc1nc(CN2CCCCC2)nc2scc(-c3ccccc3)c12 (stereo not drawn)
[38] Cc1c(C(N)=O)sc(N)c1C(=O)OC(C)C
[39] C/C(O)=C(\C#N)c1nnc2n1CCCCC2
[40] CCOc1cc(C2NC(=O)NC(C)=C2C(=O)OCC2CCCCC2)ccc1O (stereo not drawn)
[41] COCCn1c(=N)c(C(=O)NCc2ccco2)cc2c(=O)n3cc(C)ccc3nc21
[42] COc1ccccc1/C=C/C=N/NC(=O)CN1CCN(Cc2ccccc2)CC1
entry no.,37,38,39,40,41,42
APE1 inh,13%,-5%,8%,2%,6%,2%
ERG-DNA inh,-2%,3%,x,8%,-7%&1%,18%
TRHR ag,0.8,0.1,0.4,0.6,15&1.7,-1.5
POLB inh,44%,5%,8%,-3%,-25%&6%,-2%
ALOX12 inh,1%,-18%,u,2%,-3%&0%,279%[activator]
Apoferritin bind,-12%,-8%,-5%,-22%,80%&39%[activator],-2%
POLI inh,12%,11%,3%,112%[activator],5%&34%,-6%[58.9 µM]
POLK inh,-19%,-6%,-5%,-14%,-21%&-6%,-16%
BLM inh,6%,1%,-1%,-5%,5%&3%,1%

[43] Clc1cccc(CNCCCSc2ncccn2)c1
[44] CCN(C(=O)COC(=O)c1ccccc1O)c1nc2ccccc2s1
[45] Cc1ccnc(NC(=O)CCC(=O)N(CC(=O)NC2CCCCC2)Cc2ccccc2)c1
[46] Cc1ccc(NC(=O)CN2CCSc3ccc(S(=O)(=O)N4CCCC4)cc32)cc1C
entry no.,43,44,45,46
APE1 inh,23%,-2%,2%,x
ERG-DNA inh,20%,2%,-1%,6%
TRHR ag,0.5,x,-0.1,-0.3
POLB inh,12%,x,17%,-20%
ALOX12 inh,3%,-14%,0%,-8%
Apoferritin bind,-6%,x,-6%,3%
POLI inh,44%[activator],3%,4%,-18%
POLK inh,-1%,-16%,-9%,-3%[60.1 µM]
BLM inh,3%,x,-2%,-9%

Some of the compounds tested; rates above refer to the full screens.
